CHT block = inhibitors of human choline transporter CHT; AID 488975, 2010; CHT-expressing cells, membrane potential dye, choline response; hits give low values; 0.86% of 310,000 active; B-score at 10 µM; High affinity choline transporter 1 (Homo sapiens), Q9GZV3;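 active = B-score over 3 SD under the library average, and starting fluorescence ratio not unusually high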;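 also: choline stimulus applied at its EC90 after an EC20 pre-addition; B-score computed on integrated fluorescence ratio after choline addition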
STK33 kinase inh = inhibitors of purified STK33 kinase, primary screen, biochemical, ADP-Glo luminescence, homogeneous, cell-free | Serine/threonine-protein kinase 33 (Homo sapiens), Q9BYT3 | MBP phosphorylation | inhibition, % at 10 µM | 0.073% of 320,000 active;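 active = inhibition at or above 25%, using the most active replicate where run in duplicate; inactive = inhibition below 25%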
Target sequence (Q9BYT3 whole entry, looked up): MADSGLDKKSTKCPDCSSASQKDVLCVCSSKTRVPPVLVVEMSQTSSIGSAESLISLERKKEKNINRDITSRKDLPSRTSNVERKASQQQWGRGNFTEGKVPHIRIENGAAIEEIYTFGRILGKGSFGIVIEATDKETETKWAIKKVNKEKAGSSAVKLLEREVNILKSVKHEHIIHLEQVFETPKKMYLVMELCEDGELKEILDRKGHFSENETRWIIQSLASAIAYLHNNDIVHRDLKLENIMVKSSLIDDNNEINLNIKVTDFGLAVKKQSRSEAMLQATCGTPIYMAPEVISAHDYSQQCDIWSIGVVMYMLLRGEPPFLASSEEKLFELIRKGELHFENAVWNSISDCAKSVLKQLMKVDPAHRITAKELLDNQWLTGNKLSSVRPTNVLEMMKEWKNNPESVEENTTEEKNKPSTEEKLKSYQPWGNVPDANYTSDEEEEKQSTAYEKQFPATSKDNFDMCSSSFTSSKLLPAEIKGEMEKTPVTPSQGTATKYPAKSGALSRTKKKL
CHT allo act = CHT positive allosteric modulators, primary screen, cell-based, membrane potential dye, choline EC20; High affinity choline transporter 1 (Homo sapiens), Q9GZV3; CHT-expressing cells; hits give high values; LV-AA mutant CHT in HEK293 cells; B-score at 10 µM; 0.49% of 310,000 active;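 active = initial fluorescence not abnormally high and integrated response B-score, plate-corrected, over 3 SD above library mean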
* marks the source's active call; other numbers are inactive results; i = inactive; . = not tested or not shown.

mol	CHT block	CHT allo act	STK33 kinase inh
CC1(C)CC(NC(=O)COc2ccc(Cl)cc2Cl)CC(C)(C)N1	i	i	0.3
CC1(C)C2CCC1(CS(=O)(=O)Nc1ccc(S(=O)(=O)N3CCCCC3)cc1)C(=O)C2 (stereo not given)	i	i	-0.3
CC(C)CN(C(=O)C1CSC2(C)CCC(=O)N12)c1c(N)n(Cc2ccccc2)c(=O)[nH]c1=O (stereo not given)	i	i	0.2
COc1ccc(CN(C)C(=S)Nc2ccc(OC(F)F)cc2)cc1	i	i	-2.3
O=[N+]([O-])/C(C(=C(Cl)Cl)N1CCN(Cc2ccccc2)CC1)=C1\NCCN1Cc1ccc(Cl)nc1	-13*	i	-0.7
O=C(Nc1ccc(N2CCOCC2)cc1)c1cc2c(s1)CCCCC2	i	i	-0.5
C/C(=N\NC(=O)c1nnn(-c2nonc2N)c1-c1cccs1)c1cccc(O)c1	i	i	-0.2
Fc1cccc(NC(=S)NCC(c2cccnc2)N2CCOCC2)c1 (stereo not given)	i	i	-0.9
CCN1CC(CNCc2cn(-c3ccc(OC)cc3)nc2-c2ccccc2Cl)CC1=O (stereo not given)	i	i	-0.9
CN(C)c1nc(SCc2ccc(Cl)cc2)nc2c1CCCC2	i	i	-1.3
COc1cccc(/C=N/Nc2c(Cl)cncc2Cl)c1O	i	i	4.5
CC(=O)c1ccc(N2CCN(C(=O)c3ccc4ccccc4n3)CC2)cc1	i	i	-0.7
Cc1ccc(NC(=O)CCc2nc3ccccc3c(=O)[nH]2)cc1S(=O)(=O)N1CCOCC1	i	i	-2.0
c1ccc(Nc2nc(-c3ccncc3)cs2)cc1	i	i	1.2
Cc1cccc(-n2c3nc(=O)[nH]c(=O)c-3cc3c(C)nn(-c4ccccc4)c32)c1C	i	i	-0.5
COc1ccc2nc(NC(=O)CSCC(=O)Nc3cc(C)on3)sc2c1	i	i	-2.9
C(=N/N1CCN(c2ccccc2)CC1)/c1cccs1	i	i	0.6
CC(=O)NC(C)c1nc2ccccc2n1CC(=O)NC(C)CCc1ccccc1 (stereo not given)	i	i	-0.3
Cc1ccc(OCc2nnc(SCC(=O)Nc3sc(C)c(C)c3C#N)n2C)cc1	i	i	1.2
CN(C)CCC(O)c1ccccc1 (stereo not given)	i	i	-1.5
CNS(=O)(=O)c1cccc(C(=O)OC2CCOC2=O)c1 (stereo not given)	i	i	-0.3
Cc1nc2ccccc2c(-c2ccccc2)c1C(=O)c1ccccc1	i	i	0.6
CN1/C(=C\C(=O)c2cccc(S(=O)(=O)N3CCCCC3)c2)C(C)(C)c2ccccc21	i	i	-0.6
CCc1ccc(N(CC)c2ncnc3nc[nH]c23)cc1	i	i	1.1
O=C(NNC1=Nc2cccc3cccc1c23)c1ccccc1Br	i	i	.
CCOc1ccc(C(=O)NCC(c2cccs2)N(C)C)cc1 (stereo not given)	i	i	0.0
Cc1cn(-c2cc(C(=O)Nc3ccc(C)c(NC(=O)N4CCNC4=O)c3)cc(C(F)(F)F)c2)cn1	i	i	-2.0
CCOC(=O)c1sc(NC(=O)CSC(=S)N2CCOCC2)nc1C	i	i	0.4
O=C(NCCCN1CCCC1)c1ccc(CS(=O)(=O)c2c(Cl)cccc2Cl)o1	i	i	1.0
Cc1cc(-c2ccccc2)c2c3c(cn2n1)c(=O)n(C)c(=O)n3C	i	i	2.8
CC(=O)c1c(C)[nH]c(=S)c(C#N)c1-c1ccc(F)cc1	i	i	-0.7
Cc1cc(OC(=O)c2ccc(OC(C)C)cc2)c([N+](=O)[O-])c(=O)[nH]1	i	i	0.7
C/C(=N\NC(=O)c1ccco1)c1ccc(C(=O)O)s1	i	i	-0.3
O=C(Nc1ccnn1C1CCN(Cc2ccc(CO)o2)CC1)c1ccccc1	i	i	-1.1
COc1cc(C2C(C#N)=C(C)NC3=C2C(=O)CC(C)(C)C3)ccc1O (stereo not given)	i	i	-1.3
COc1ccc(NC(=O)CCC(=O)N/N=C/c2ccc([N+](=O)[O-])s2)cc1	i	i	-0.9
CCOc1cc(C(=O)CCC(=O)OCC(=O)NC(=O)NCC(C)C)ccc1O	i	i	-0.8
Cc1ccc(S(=O)(=O)N2CCCCC2)cc1NC(=O)c1ccc2c(=O)n3c(nc2c1)CCCCC3	i	i	-1.7
Cc1ccc(-n2c(N)cc(=O)nc2SCC(=O)NC2CCCCC2)cc1C	i	i	0.4
Cc1ccc(/C=N\NC(=O)c2cncc(Br)c2)o1	i	i	-0.4

3 structures out of the list, arranged by count of non-hydrogen atoms, descending.
mol	CHT block	CHT allo act	STK33 kinase inh
O=C(NCCCN1CCCC1)c1ccc(CS(=O)(=O)c2c(Cl)cccc2Cl)o1	i	i	1.0
COc1ccc(NC(=O)CCC(=O)N/N=C/c2ccc([N+](=O)[O-])s2)cc1	i	i	-0.9
CCOC(=O)c1sc(NC(=O)CSC(=S)N2CCOCC2)nc1C	i	i	0.4

Continuation.
mol	CHT block	CHT allo act	STK33 kinase inh
CCCS(=O)(=O)N1CCN(C2Cc3ccccc3C2)CC1	i	i	0.9
CN(CCOc1ccccc1)CCOc1ccccc1	i	i	0.7
CCOC(=O)C1CCCN(C(=O)c2cn(C)c3ccc(S(=O)(=O)N4CCCC4)cc3c2=O)C1 (stereo not given)	i	i	-1.1
S=c1nc[nH]c2c1sc1nc(N3CCOCC3)c3c(c12)CCCC3	i	i	0.0
O=C(NCCC1=CCCCC1)c1cnsn1	i	i	-1.5
Cc1ccc(S(=O)(=O)Nc2ccc(-c3csc(-c4ccccc4)n3)cc2)cc1	i	i	-1.1
N#Cc1ccc(C(=O)OCC(=O)Nc2ccc(S(N)(=O)=O)cc2)cc1	i	i	1.4
C#CCSc1nnnn1-c1ccc(Br)c(C)c1	i	i	-0.4
COc1cccc(/C=C/C(=O)OCCN2C(=O)c3ccccc3C2=O)c1	i	i	-1.3
CCOC(=O)CN(Cc1sccc1C)C(=O)Nc1ccc(OCC)cc1	i	i	0.1
CCOC(=O)c1c(C)[nH]c(C(=O)OC/C(O)=C(\C#N)c2nc3ccccc3[nH]2)c1C	i	i	-0.3
CC(C)CN(C(=O)COC(=O)CCc1c[nH]c2ccccc12)c1c(N)n(Cc2ccccc2)c(=O)[nH]c1=O	i	i	-0.9
CCc1ccc(C(=O)COC(=O)c2cncc(Br)c2)cc1	i	i	-0.8
Cc1ccc(S(=O)(=O)NCCC(=O)Nc2nnc(C)s2)cc1	i	i	.
COc1ccc(CCN2C(=NC(=O)C(C)C)SC3CS(=O)(=O)CC32)cc1OC (stereo not given)	i	i	-0.8
O=C(O)c1ccccc1C(=O)NNc1ccc(F)cc1F	i	i	-0.9
O=C(Nc1ccc(-c2nc3ccccc3[nH]2)cc1)C1CCCO1 (stereo not given)	i	i	-1.2
Cc1ccc2nc(-c3ccccn3)cc(C(=O)Nc3ccc4c(c3)OCO4)c2c1	i	i	-0.9
CCCCn1c(N)c(N(CCOC)C(=O)c2ccc(-c3ccc(C(C)=O)cc3)o2)c(=O)[nH]c1=O	i	i	-0.7
CC(=O)Nc1ccc(NC(=O)C(Cc2ccccc2)NC(=O)C2CCCCC2)cc1 (stereo not given)	i	i	-0.6
Cc1cc(NC(=O)CN2C(=O)/C(=C/c3ccccc3F)SC2=S)no1	i	i	0.2
Cc1noc(NS(=O)(=O)c2ccc(NC(=O)c3cnc4n(c3=O)CCS4)cc2)c1C	i	i	-0.9
CCCC(=O)N(c1ccc(F)cc1)C1C=CS(=O)(=O)C1 (stereo not given)	i	i	-1.1
Cc1ccccc1-c1nn(-c2ccc(F)cc2F)cc1CNCCCO	i	i	-0.3
CCOc1ccc(Oc2ccc(S(=O)(=O)N3CCOCC3)cc2N)cc1	i	i	-1.7
O=C(Nc1ccc(Cl)cc1)C1CC=CCC1C(=O)OCC(F)(F)C(F)F (stereo not given)	i	i	0.3
O=C(NCc1ccc2c(c1)OCO2)C12CN(Cc3ccccc3)CC1C(c1cccc([N+](=O)[O-])c1)=NO2 (stereo not given)	i	i	0.6
Cc1cc(C)nc(NC(=S)Nc2ccc(F)cc2F)c1	i	i	0.4
Cc1ccc2c(CN3CCC(C(N)=O)CC3)cc(=O)oc2c1C	i	i	0.9
O=C(c1ccco1)N1CCN(C(=O)c2ccc(Cn3cc(Br)cn3)o2)CC1	i	i	-0.6
N=c1c2c(n(Cc3ccc(Br)cc3)c3c1CCC3)CCCC2	i	i	-0.5
O=S(=O)(Nc1ccc(Cl)cc1)c1ccc(N2CCOCC2)c(NC(=S)NCCN2CCOCC2)c1	i	i	-1.7
CC1(C)CC(=O)C/C(=N\NC(=O)C2CC23CCC3)C1 (stereo not given)	i	i	-0.4
N=C(N)SCCc1cccc(CCSC(=N)N)c1	i	9*	-1.8
Cc1ccc(C)c(C(=O)c2ccccc2NC(=O)c2ccccn2)c1	i	i	1.1
COC(=O)c1cc2sc(Cl)cc2n1CC(=O)Nc1cccc(SC)c1	i	i	-0.2
O=C1SCCC1NC(=O)C(c1ccccc1)c1ccccc1 (stereo not given)	i	i	-3.5
CCc1nnc(NC(=O)c2cc(C)nc3ccccc23)s1	i	i	0.5
CN(C)S(=O)(=O)c1cccc(NC(=S)N/N=C/C2CC=CCC2)c1 (stereo not given)	i	i	-1.8
O=c1[nH]c(CN2CCN(S(=O)(=O)c3ccccc3C(F)(F)F)CC2)nc2sc3c(c12)CCCC3	i	i	-0.6
COc1ccc(S(=O)(=O)N2CCN(c3ccccn3)CC2)cc1[N+](=O)[O-]	i	i	0.6
CC1CCN(c2c(NCc3ccc(C(=O)N4CCN(C5CCCCC5)CC4)cc3)c(=O)c2=O)CC1	i	i	0.9
CCCn1c(/N=C/c2ccccc2O)nc2ccccc21	i	i	5.1
O=C(CN1C(=O)c2ccccc2S1(=O)=O)c1ccccc1	i	i	-2.1
COc1cc(/C=N/n2cnnc2)ccc1Oc1nc(Cl)ncc1F	i	i	-0.6
NCCCCCc1nnc(SCC(N)=O)o1	i	i	-0.9
Cn1c(SCC(=O)N2CCCc3ccccc32)nc2ccccc2c1=O	i	i	-1.2
COc1ccc(CN(Cc2ccc(C(=O)O)cc2)C(=S)Nc2ccccc2C)cc1OC	i	i	6.5
C=C1CCN([C@H](C(=O)OCc2ccc(C)cc2)C(C)C)S(=O)(=O)c2ccccc21	i	i	0.3
CN(C)S(=O)(=O)c1cccc(NC(=O)c2ccccc2OCc2ccc(F)cc2)c1	i	i	-1.7
Cc1cc2ncn(CCCCOc3ccccc3)c2cc1C	i	i	-0.3
COc1cc(C2C(C#N)=C(N)Oc3n[nH]c(-c4cccnc4)c32)ccc1OCC(N)=O (stereo not given)	i	i	0.6
COc1cccc(C(=O)Nc2c3c(nn2-c2cccc(C)c2C)CS(=O)C3)c1OC (stereo not given)	i	i	-0.9
Nc1nn(-c2ccccc2)c2ccc([N+](=O)[O-])cc12	i	i	0.7
CCn1c(C)nc2cc(C(=O)NNC(=S)NC(=O)c3ccccc3)ccc21	i	i	-0.9
CSc1nc2nccc(-c3ccc(-c4ccccc4)cc3)n2n1	i	i	-1.1
COc1ccc(-c2nnc3n2-c2ccccc2SC3)cc1OC	i	i	-0.4
CCS(=O)(=O)C1=NSC2=NC(=O)/C(=C\c3ccc(OS(=O)(=O)c4ccccc4)c(OC)c3)C(=N)N21	-5.3*	i	3.7
CC1=C(C(=O)Nc2ccccc2C(=O)NCCCN2CCN(C)CC2)SCCO1	i	i	0.6
CCOc1ccc2c(c1)C(=NNC(=O)c1ccncc1)c1cc(OCC)ccc1-2	i	i	-0.5

CHT block: hit marks shown above
| molecule | CHT block | STK33 kinase inh |
| --- | --- | --- |
| O=[N+]([O-])/C(C(=C(Cl)Cl)N1CCN(Cc2ccccc2)CC1)=C1\NCCN1Cc1ccc(Cl)nc1 | -13* | -0.7 |
| CCS(=O)(=O)C1=NSC2=NC(=O)/C(=C\c3ccc(OS(=O)(=O)c4ccccc4)c(OC)c3)C(=N)N21 | -5.3* | 3.7 |

Next section.
mol	CHT block	CHT allo act	STK33 kinase inh
COc1ccc(C(=O)N2CC3(CC(c4ccc(Cl)cc4)=NO3)C[C@H]2C(=O)NCC(N)=O)cc1 (stereo not given in full)	i	i	-0.5
Fc1ccccc1CSc1nnc(Cn2cnc3ccccc32)n1-c1ccccc1	i	i	-0.6
CCOc1ccc(OC(=O)c2cccc(S(=O)(=O)N3CCN(C)CC3)c2)cc1	i	i	7.7
CC(=O)OCC(=O)C1CCC2C3CC=C4CC(O)CCC4(C)C3CCC12C (stereo not given)	i	i	-1.2
CCOCCCN(C(=O)c1snc(C(N)=O)c1N)C(C(=O)NC(C)(C)C)c1ccc(Cl)cc1 (stereo not given)	i	i	.
COc1ccc2[nH]c(C(=O)Nc3ccc(C)c(F)c3)cc2c1	i	i	-0.5
CCCCCCCCCCCCC/C=C/[C@@H](O)[C@@H](N)CO	i	i	1.3
CCN(CC)S(=O)(=O)c1ccc2oc(Nc3ccc4c(c3)OCCO4)nc2c1	i	i	-1.4
CCN(C(=O)c1ccc(NC(C)=O)cc1)c1ccccc1C	i	i	-1.5
CN(CC(=O)Nc1cccc(Cl)c1)S(=O)(=O)c1ccc2c(c1)n(C)c(=O)c(=O)n2C	i	i	9.6

Screening results from PubChem BioAssay.
